yeast mec2-1: NCI yeast anticancer drug screen, S. cerevisiae mec2-1 strain. 79,000 tested, 9% active. growth inhibition, % at 50 µM. AID 157;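 further: 0% = growth of vehicle-only cultures of the same strain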
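Strain: mec2-1 (DNA repair/cell cycle alteration). Compound exposure, then growth measured; inhibition expressed relative to vehicle.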
mlh1 rad18: NCI yeast anticancer drug screen, S. cerevisiae mlh1 rad18 strain; % growth inhibition at 50 µM; 79,000 tested, 11% active; AID 175;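 further: 0% = growth of vehicle-only cultures of the same strain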
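A repair-deficient yeast strain is exposed to test compound, and growth is scored relative to vehicle-treated controls.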
cln2 rad14: NCI yeast anticancer drug screen, S. cerevisiae cln2 rad14 strain; 78,000 tested, 8.3% active; AID 165; % growth inhibition at 50 µM;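 further: 0% = growth of vehicle-only cultures of the same strain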
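The screen exposed genetically defined yeast (cln2 rad14) to test compounds and scored growth inhibition relative to vehicle-treated controls.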
bub3: NCI yeast anticancer drug screen, S. cerevisiae bub3 mutant strain; AID 167; growth inhibition, % at 50 µM; 78,000 tested, 9.9% active;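 further: 0% = growth of vehicle-only cultures of the same strain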
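Readout: yeast growth inhibition, expressed relative to vehicle-only wells. The test organism is a mutant strain from a panel with lesions in DNA repair or checkpoint genes.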
yeast sgs1 mgt1: NCI yeast anticancer drug screen, S. cerevisiae sgs1 mgt1 strain | growth inhibition, % at 50 µM | 78,000 tested, 10% active | AID 161;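 further: 0% = growth of vehicle-only cultures of the same strain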
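This yeast growth screen uses a strain with defined DNA-repair lesions; compound-treated growth is compared with vehicle-treated growth.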
yeast rad50: NCI yeast anticancer drug screen, S. cerevisiae rad50 strain; growth inhibition, % at 50 µM; 79,000 tested, 10% active;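 further: 0% = growth of vehicle-only cultures of the same strain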
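Genetically altered yeast (DNA repair pathway); compound treatment; growth inhibition vs vehicle ctrl.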
Numbers without * were called inactive; . = not tested or not shown; & = joins results of further samples. No stated cut-off is given here; in the data, active means growth inhibition above about 70%; inactive means the rest. This is a random part of the collection. About 14% of those tested had a hit in this group.

SMILES	yeast mec2-1	mlh1 rad18	cln2 rad14	bub3	yeast sgs1 mgt1	yeast rad50
CC(C)(C)CC(C)(C)c1ccc(OCCOc2ccc(S(=O)(=O)O)cc2[N+](=O)[O-])cc1	31	37	2	-9	72*	69
CCC[CH2][Sn]([CH2]CCC)([O]N(C)C(=O)c1ccc(Br)cc1)[O]N(C)C(=O)c1ccc(Br)cc1	90*	90*	91*	91*	93*	90*
Cc1ccc(P(=O)(O)O)cc1Cl	4	-3	-5	6	5	12
O=C1Nc2ccccc2/C1=C/c1ccc(Cl)c(Cl)c1	80*	78*	74*	75*	66	78*
CCCCC(=O)N/N=C\c1cc(Cl)ccc1[N+](=O)[O-]	2	1	33	8	-7	18
O=C(NCC1CC1)c1ccccc1NC(=O)c1cc2ccccc2oc1=O	-8	20	10	19	8	-8
CCOC(=O)CNC(=O)C(Cc1cnc[nH]1)NC(=O)OCc1ccccc1 (centres undefined)	-14	-4	-15	-7	-9	-2
N/N=C(\N)N(Cc1ccccc1)c1ccccc1	26	5	-12	-3	3	10
CCN(CC)C(=O)COc1cc2c(O)c3c(O)c(C)c4c(c13)C(=O)C(C)(OC=CC(OC)C(C)C(OC(C)=O)C(C)C(O)C(C)C(O)C(C)C=CC=C(C)C(=O)N2)O4 (centres undefined)	2	4	-9	-3	-8	9
CCCC/C(=N/O)c1ccccc1	1	-7	-9	-22	-3	7
COc1ccc(C2(c3ccc(OC)cc3)c3ccccc3C(c3ccccc3)(c3ccccc3)c3ccccc32)cc1	4	-21	-23	1	-14	-22
COc1cc(OC)c(OC)cc1/C=C/c1cc[n+](C)c2ccccc12	-6	8	-1	5	12	9
COc1ccc(N2C(=O)C3c4[nH]c5cc(Cl)ccc5c4C4CCC(C(C)(C)C)CC4C3C2=O)cc1 (centres undefined)	-1	6	12	-9	-12	-24
CC(C)(Br)C(Br)C(=O)C(Br)C(C)(C)Br (centres undefined)	49	69	-8	20	64	52
OCC(CCl)(CCl)CCl	18	41	7	18	11	31
CC1=NN(C(=O)CC(=O)N(C(=O)c2ccccc2Cl)c2ccc(C)cc2)C(=O)C1N=Nc1ccc([N+](=O)[O-])cc1 (centres undefined)	30	46	27	54	48	46
O=S(=O)(O)NC1CCCCC1	-1&16	-9&12	-6&-51	10&11	-5&-8	5&29
COC1=CC(=O)c2nc3ccccc3c3ccnc1c23	76*	87*	51	87*	83*	87*
O=c1cc[nH]c2cc(C(F)(F)F)ccc12	-39	-34	10	-26	-17	-26
COC(=O)C(CSSCC(NC(=O)CNC(=O)c1ccccc1)C(=O)OC)NC(=O)CNC(=O)c1ccccc1 (centres undefined)	13	6	28	-1	2	8
CC(=O)NC1C(OC2C(CO)OC(OCC3OC(n4ccc(N)nc4=O)C(O)C3O)C(NC(C)=O)C2O)OC(CO)C(O)C1O (centres undefined)	48	89*	-16	-3	2	32
CCCCc1ccc(OC2OC(COC(C)=O)C(OC(C)=O)C(OC(C)=O)C2OC(C)=O)cc1 (centres undefined)	7&-14	0&-36	18&-4	-5&-32	-13&-43	-28&-29
NCCNC(=S)S	40	42	24	55	28	41
O=C/C(=C(/Br)I)c1ccccc1	3	-27	9	9	25	5
O=C(c1ccccc1)c1c[nH]c2ccccc12	-4	4	-27	-15	-7	-5

Next part, overlapping the part above by 7 compounds.
SMILES	yeast mec2-1	mlh1 rad18	cln2 rad14	bub3	yeast sgs1 mgt1	yeast rad50
O=c1cc[nH]c2cc(C(F)(F)F)ccc12	-39	-34	10	-26	-17	-26
COC(=O)C(CSSCC(NC(=O)CNC(=O)c1ccccc1)C(=O)OC)NC(=O)CNC(=O)c1ccccc1 (centres undefined)	13	6	28	-1	2	8
CC(=O)NC1C(OC2C(CO)OC(OCC3OC(n4ccc(N)nc4=O)C(O)C3O)C(NC(C)=O)C2O)OC(CO)C(O)C1O (centres undefined)	48	89*	-16	-3	2	32
CCCCc1ccc(OC2OC(COC(C)=O)C(OC(C)=O)C(OC(C)=O)C2OC(C)=O)cc1 (centres undefined)	7&-14	0&-36	18&-4	-5&-32	-13&-43	-28&-29
NCCNC(=S)S	40	42	24	55	28	41
O=C/C(=C(/Br)I)c1ccccc1	3	-27	9	9	25	5
O=C(c1ccccc1)c1c[nH]c2ccccc12	-4	4	-27	-15	-7	-5
NC(=O)NC(=O)/C=C/C(=O)O	-13	-3	-12	10	-4	4
O=[N+]([O-])c1ccc(/C=C/c2cccc(/C=C/c3ccc([N+](=O)[O-])cc3)[n+]2[O-])cc1	16	-6	9	-4	-3	-44
CCOC(=O)CCC(NC(=O)C(N)c1ccc([N+](=O)[O-])cc1)C(=O)NC(CCC(=O)OCC)C(=O)OCC (centres undefined)	-8	5	0	-3	1	-5
CC(C)Nc1nc(N)nc2nc(-c3ccc(Cl)cc3)c(-c3ccc(Cl)cc3)nc12	-2	8	-17	8	-7	-9
N=c1c(C(=O)O)cccn1O	-5	5	-51	-7	9	8
ON=C(CC(O)(C(F)(F)Cl)C(F)(F)Cl)CC(O)(C(F)(F)Cl)C(F)(F)Cl	100*	100*	100*	100*	100*	100*
C=Cc1cncc2c1CCOC2=O	-3	-1	15	6	-3	9
Cc1c(N2CCN(C)CC2)nc2ccc(Cl)cc2c1-c1ccccc1	2	41	17	8	54	37
Nc1ccc2c(c1)C(=O)c1cccc(C(=O)O)c1-2	6	-3	-12	-8	-15	-9
CCOC(=O)C(c1ccccc1)c1ccccc1	-27	-12	-43	-13	-18	-11
Cc1ccc(-n2cnc(C(=N)C#N)c2N)cc1	-32	-13	-12	10	-10	-16
CSC(=S)N/N=C(C)/C=C/c1ccccc1	98*	95*	98*	97*	98*	98*
COC(=O)c1ccc(NC(=O)c2cc(OC)c(OC)c(OC)c2)cc1	-24	-24	-5	-9	-19	-24
O=C1c2ccccc2C(=C/C=C/c2ccccc2)c2ccccc21	-28	-35	-36	-12	5	-8
COC1=NC2C=CC3C(C=C2)C13	-11	26	63	7	18	15
O=S1c2ccccc2Nc2ccccc21	-26	10	4	0	-4	-6
CC(C)(C)c1c(C#N)nnc2cc(-c3ccccc3)nn12	9	9	25	-17	22	7
N=C(N)SCCON1C(=O)c2ccccc2C1=O	-8	6	49	-37	-45	21
COC(=O)/C=C/c1cccc[n+]1[O-]	-3	18	55	-4	1	45
O=C(O)CC(=O)Nc1ccccc1	-30	11	2	-15	-16	2
Cc1ccnc(N=C/C=C2/C=CC=CN2O)c1	-9	-12	6	-8	2	0
C=CCC1=C(C2CO2)C(=O)c2ccccc2C1=O (centres undefined)	5	26	8	14	49	16
Cc1ccc(C(C)C)cc1[N+](=O)[O-]	-4	-21	-41	-14	-18	10
Clc1ccc2nc(/C=C/c3ccccc3)cnc2c1	11	22	9	14	13	15
COCc1nc(N)nc(N2N=C(C)CC2(C)C)n1	8	-26	19	-6	14	8
SMILES	yeast mec2-1	mlh1 rad18	cln2 rad14	bub3	yeast sgs1 mgt1	yeast rad50
CCCCC[CH2][Sn]([CH2]CCCCC)([CH2]CCCCC)[NH]S(=O)(=O)c1ccc(C)cc1	100*	99*	99*	99*	100*	99*
N/N=C(\c1ccccc1)C(Nc1ccccc1)c1ccccc1 (centres undefined)	-4	8	-29	-5	-2	11
N#CC(=O)Nc1ccc(F)cc1	-2	3	-8	2	-6	-58
O=C(CCC(CCC(=O)c1ccccc1)[N+](=O)[O-])c1ccccc1	-11	20	5	14	8	3
OCCNC1c2cc(Cl)ccc2-c2c(Cl)cc(Cl)cc21 (centres undefined)	-31	31	0	-14	-18	17
CCCNc1nc(N)[nH]c(=O)c1NC=O	-9	-1	-12	-15	-7	2
CC1(C)OC[C@@H](O)[C@H](Br)CO1	-36	-28	-4	-33	-21	-15
C1=C(c2ccccc2)C(c2ccccc2)C(c2ccccc2)CC1 (centres undefined)	8	-21	-23	-16	4	-9
CC(=O)Nc1cccc2ccc([N+](=O)[O-])cc12	1	8	16	-6	-4	13
O=C1CCC2=C3C4CCCCC4C(=O)C4CCCC(OC2C1)C34 (centres undefined)	-3	30	.	.	.	26
CC1(C)C(=O)CC1C(=O)O (centres undefined)	0	9	12	8	0	5
CCCCc1c(OCC)cc2n(CC)c3ccccc3n2c1=O	-10	-12	-11	-45	1	-8
COc1ccc(/C=N/N=c2\[nH][nH]/c(=N\N=C\c3ccc(OC)c4ccccc34)c3ccccc23)c2ccccc12	48	65	38	33	87*	58
Nc1nc2c(Cl)cc(Cl)cc2s1	23	37	24	16	29	42
CCN(CC)c1ccc(N=Nc2ccc([N+](=O)[O-])cc2OC(=O)/C=C/c2ccccc2)c(OC(=O)/C=C/c2ccccc2)c1	-48	-23	6	-33	-13	-18
O=c1[nH]c2ccccc2c(O)c1-c1ccccc1	1	1	-9	-22	-17	7
COc1cc2c3c(c1)[nH]c(=S)n3C(=O)C(C)S2 (centres undefined)	-35	-26	-6	-4	-5	-16
O=C(NC1=Nc2c(ncn2COCCO)S(=O)(=O)[N-]1)c1ccccc1.[Ag+]	98*	97*	86*	98*	99*	98*
CN1CCCC1CN1c2ccccc2Sc2ccccc21 (centres undefined)	-16	25	16	10	11	3
Cc1[nH]c(=O)[nH]c(=S)c1C(=O)Nc1cccc2cc3ccccc3cc12	11	8	-1	12	0	22
CC(=O)NCC(N)=S	-24	4	-2	5	1	6
Cc1ccccc1NC(=O)C(=O)CC(=O)c1sc(Nc2ccccc2[N+](=O)[O-])nc1C	-7	-3	-10	0	-7	9
CC(C)CN(CC(C)C)C(=O)CCl	0	-2	-16	6	14	-3
CCC(C(=O)O)C(=O)O.[NH-]CC1CCCC[N-]1.[Pt+2]	-4	-35	8	-40	3	8
O=C1CCCC/C1=C\c1ccc(Cl)c(Cl)c1	99*	99*	96*	98*	99*	99*

As entered above:
`N#CC(=O)Nc1ccc(F)cc1` in mlh1 rad18: 3
`CCCNc1nc(N)[nH]c(=O)c1NC=O` in yeast sgs1 mgt1: -7

The listing picks up, repeating the 7 entries before the break.
SMILES	yeast mec2-1	mlh1 rad18	cln2 rad14	bub3	yeast sgs1 mgt1	yeast rad50
CN1CCCC1CN1c2ccccc2Sc2ccccc21 (centres undefined)	-16	25	16	10	11	3
Cc1[nH]c(=O)[nH]c(=S)c1C(=O)Nc1cccc2cc3ccccc3cc12	11	8	-1	12	0	22
CC(=O)NCC(N)=S	-24	4	-2	5	1	6
Cc1ccccc1NC(=O)C(=O)CC(=O)c1sc(Nc2ccccc2[N+](=O)[O-])nc1C	-7	-3	-10	0	-7	9
CC(C)CN(CC(C)C)C(=O)CCl	0	-2	-16	6	14	-3
CCC(C(=O)O)C(=O)O.[NH-]CC1CCCC[N-]1.[Pt+2]	-4	-35	8	-40	3	8
O=C1CCCC/C1=C\c1ccc(Cl)c(Cl)c1	99*	99*	96*	98*	99*	99*
c1ccc2c(c1)-c1ccccc1C2N1CCCC1	15	-8	10	-1	4	14
CSc1ccc(NC(=O)Nc2ccc(Nc3ccccc3)cc2)cc1	30	23	-12	14	15	-1
N#CCCn1c2ccccc2c2ccccc21	28	0	26	-2	3	-6
COC(=O)C12CCC(C)(C)CC1C1=CCC3C4(C)CC(O)C(O)C(C)(C(=O)OC)C4CCC3(C)C1(CO)CC2 (centres undefined)	92*	86*	91*	89*	92*	91*
C=C1C(=O)OC2C1C(OC(C)=O)CC(C)(O)C1CCC(C)C21 (centres undefined)	-18	-9	8	-6	-3	2
OC(c1ccccc1)(c1ccccc1)c1ccccc1	4	22	-16	4	8	33
COC(=O)C(C(=O)C(=O)Nc1ccc(OC)cc1[N+](=O)[O-])c1nc2cc(C)c(C)cc2[nH]c1=O (centres undefined)	3	6	26	41	-24	16
CCCC(=O)OC(CCC1CCCO1)CCC1CCCO1 (centres undefined)	-15	20	24	-6	10	0
